RGS12 GoLoco inh: qHTS Assay for Inhibitors of RGS12 GoLoco Motif Activity (Red Fluorophore); AID 880, 2007; Gai1:RGS12 GoLoco peptide FP, rhodamine, 10 min; Potency, µM (series often up to 61.6 µM), inactives show at the top dose activity, negative = inhibition, actives largely listed as inhibitors; Guanine nucleotide-binding protein G(i) subunit alpha-1 (Homo sapiens), P63096; actives 0.44% (n = 230,000); active = well fitted inhibition curve with a large enough effect, not every such curve was filed as active; inactive = no such curve, though single readings can be large or run the other way; also: nearly all actives have a fitted effect of over 30% in size; many of its hits are not listed in these tables
Target sequence (P63096 whole entry, looked up): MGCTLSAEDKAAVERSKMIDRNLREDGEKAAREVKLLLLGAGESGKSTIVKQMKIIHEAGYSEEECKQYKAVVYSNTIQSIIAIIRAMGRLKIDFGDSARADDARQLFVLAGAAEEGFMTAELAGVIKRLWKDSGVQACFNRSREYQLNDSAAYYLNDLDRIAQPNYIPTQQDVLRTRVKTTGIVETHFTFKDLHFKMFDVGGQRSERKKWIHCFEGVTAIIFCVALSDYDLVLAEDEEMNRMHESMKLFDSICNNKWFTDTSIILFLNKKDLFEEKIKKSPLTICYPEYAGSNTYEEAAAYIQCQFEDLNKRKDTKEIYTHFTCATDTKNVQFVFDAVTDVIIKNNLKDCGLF
RECQ1 inh: qHTS Assay for Inhibitors of RecQ-Like Dna Helicase 1 (RECQ1) | ATP-dependent DNA helicase Q1 (Homo sapiens), P46063 | RECQ1 DNA unwinding, red fluorescence kinetic read | Potency, µM (top dose mostly 57.3 µM), for the others: at the top dose activity, negative = inhibition, hits mostly inhibitors | actives 0.54% (n = 240,000);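 also: plate controls were vehicle for no effect and no enzyme for full effect; nearly all actives have a fitted effect of over 30% in size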
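RECQ1T1 50 nM; forked duplex (20 bp + 30-nt ss tails) 200 nM, ATP 2 mM final; pH 8.0, 2 mM MgCl2, 2.5 ug/ml poly(dI-dC); 15 min compound preincubation; discontinuous kinetic read over 2 h at RT.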
KDM4E inh: qHTS Assay for Inhibitors of Human Jumonji Domain Containing 2E (JMJD2E); Lysine-specific demethylase 4E (Homo sapiens), B2RXH2; JMJD2E catalytic domain, FDH-coupled NADH fluorescence (FDH is formaldehyde dehydrogenase); Potency, µM (titrated, usually from 57.1 µM), inactives show at the top dose activity change, negative = inhibition, usual class: inhibitors; actives 1.6% (n = 230,000); active = well fitted inhibition curve with a large enough effect, not every such curve was filed as active; inconclusive = small, poorly fitted or top-dose-only effect, or another doubt; inactive = no such curve, though single readings can be large or run the other way;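 also: 0% = wells with enzyme and -100% = buffer wells without enzyme; nearly all actives have a fitted effect of over 50% in size; many of its hits are not listed in these tables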
Tau fibril ThT: qHTS for Inhibitors of Tau Fibril Formation, Thioflavin T Binding. recombinant tau K18 P301L (four-repeat tau fragment), heparin-induced fibrillization, ThT fluorescence. actives 2.1% (n = 270,000). Potency, µM (series often up to 57.4 µM), inactives show top-dose activity, negative = inhibition, actives largely listed as inhibitors; also: nearly all actives have a fitted effect of over 55% in size
Target sequence (P10636 561-689 P618L limits assumed): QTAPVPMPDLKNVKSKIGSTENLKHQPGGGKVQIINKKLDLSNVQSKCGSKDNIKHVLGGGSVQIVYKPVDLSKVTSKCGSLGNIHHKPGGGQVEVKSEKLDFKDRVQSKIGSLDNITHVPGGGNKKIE
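Recombinant human tau K18 fragment […] carrying P301L, 15 uM unlabeled plus 0.24 uM Alexa 594-labeled, was fibrillized with 20 uM heparin in 100 mM sodium acetate pH 7 for 6 hr at 37 C; 30 uM ThT fluorescence read after 1 hr.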
TR SRC2 fluor cs: Total Fluorescence Counterscreen for Inhibitors of the Interaction of Thyroid Hormone Receptor and Steroid Receptor Coregulator 2 | Potency, µM (doses to about 106 µM), without a hit: at the top dose fluorescence change, negative = quenching | AID 1479, 2009 | TRb/SRC2 Texas Red total fluorescence interference | actives 0.29% (n = 280,000); active = well fitted curve in either direction with a large enough effect; inconclusive = small, poorly fitted or top-dose-only effect
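Human TRb ligand-binding domain at 0.6 uM with 20 nM Texas Red SRC2 peptide in Tris buffer containing 1 uM T3 and 5% DMSO, incubated with compound 5 h at ambient temperature. Total fluorescence (555/632 nm) calculated as parallel + 2 × perpendicular.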
TRb-SRC2 inh: qHTS for Inhibitors of the Interaction of Thyroid Hormone Receptor and Steroid Receptor Coregulator 2 | actives 0.065% (n = 280,000) | Potency, µM (doses to about 106 µM), for inactives: top-dose activity change, negative = inhibition, most hits filed as inhibitors | Thyroid hormone receptor beta (Homo sapiens), P10828 | TRbeta-SRC2 peptide binding, fluorescence polarization; receptor liganded with 1 µM T3;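 also: plate controls were bound peptide for no effect and peptide without receptor for full effect; nearly all actives have a fitted effect of over 50% in size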
Target sequence (P10828 whole entry, looked up): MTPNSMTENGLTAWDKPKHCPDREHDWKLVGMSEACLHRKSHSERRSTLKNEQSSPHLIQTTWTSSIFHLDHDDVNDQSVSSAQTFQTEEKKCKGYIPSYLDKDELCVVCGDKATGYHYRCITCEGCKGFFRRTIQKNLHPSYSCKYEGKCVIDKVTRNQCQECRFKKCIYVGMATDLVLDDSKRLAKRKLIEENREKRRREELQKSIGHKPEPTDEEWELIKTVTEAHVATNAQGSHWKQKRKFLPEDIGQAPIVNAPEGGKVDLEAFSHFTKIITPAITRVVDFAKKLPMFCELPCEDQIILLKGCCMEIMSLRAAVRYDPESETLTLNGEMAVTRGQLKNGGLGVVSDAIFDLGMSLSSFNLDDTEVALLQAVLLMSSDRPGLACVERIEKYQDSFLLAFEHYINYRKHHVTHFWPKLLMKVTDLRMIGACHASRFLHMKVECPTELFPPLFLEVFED
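TRb LBD 0.6 uM + Texas Red SRC2 peptide 20 nM, 1 uM T3, Tris buffer w/ 5% DMSO; compound pinned, 5 h RT; FP read ex 555/em 632; normalized to unbound and bound controls.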
L3MBTL1 block: qHTS Assay for the Inhibitors of L3MBTL1. Lethal(3)malignant brain tumor-like protein 1 (Homo sapiens), Q9Y468. AlphaScreen L3MBTL1–H3K9me1 peptide binding. Potency, µM (doses to about 57.1 µM), without a hit: top-dose activity, negative = inhibition, hits mostly inhibitors. actives 0.66% (n = 230,000). AID 485360, 2010; also: nearly all actives have a fitted effect of over 60% in size
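Displacement of a biotinylated histone H3(1-15) peptide monomethylated at Lys9 (75 nM) from L3MBTL1 (50 nM) was measured by AlphaScreen after a 30 min room-temperature compound incubation; cefsulodin titration served as intraplate control.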
Tau fibril FP: qHTS for Inhibitors of Tau Fibril Formation, Fluorescence Polarization; Microtubule-associated protein tau (Homo sapiens), P10636; Potency, µM (highest dose often 57.7 µM), for inactives: at the highest dose activity, negative = inhibition, actives largely listed as inhibitors; actives 0.39% (n = 280,000); K18 P301L tau heparin fibrillization, Alexa594 FP, 6 h; AID 1468, 2008; also: nearly all actives have a fitted effect of over 55% in size
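Human K18 P301L fragment (15 uM unlabeled plus 0.24 uM Alexa 594-labeled) in 100 mM sodium acetate pH 7 with compound, aggregation induced by 20 uM heparin for 6 hr at 37 C. ThT (30 uM) added for 1 hr, then Alexa 594 FP read.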
* marks the source's active call; other numbers are inactive results; i = inactive; u = inconclusive; x = no result given; [ ] = another dose, or the depositor's remark. Unless noted, calls follow the shape of the dose curve; as a rule, active = well fitted curve in the direction sought with a large enough effect; inconclusive = small, poorly fitted or top-dose-only effect, or another doubt; inactive = no such curve, though single readings can be large; an effect the other way counts as inactive or inconclusive. Unless noted, % is scaled to controls: 0 for no effect and ±100 for the full control effect; potency is read from the fitted curve at half-maximal effect. These rows are one share of the data; count on the stated rates, not on these rows.

SMILES | RGS12 GoLoco inh | RECQ1 inh | KDM4E inh | Tau fibril ThT | TR SRC2 fluor cs | TRb-SRC2 inh | L3MBTL1 block | Tau fibril FP
c1ccc2c(-c3nnc4n3CCCCC4)c[nH]c2c1 | -15% | -13% | 0% | 2% | -3% | -17% | 2% | -1%
CC(C)N1C(=S)SC2CS(=O)(=O)C=C21 (stereo unspecified) | 5% | -7% | -2% | -18% | -1% | 0% | x | -2%
c1ccc(C(c2nnnn2C2CCCC2)N2CCCCCC2)nc1 (stereo unspecified) | 3% | 0% | u | -13% | 0% | 4% | -13% | 1%
CCOC(=O)Cc1cc(=O)[nH]c(=O)[nH]1 | 3% | -3% | 4% | -4% | 0% | -3% | x | -2%
CCOC(=O)C1C(c2cc(OC)c(O)c(OC)c2)NC(=S)NC1(O)C(F)(F)F (stereo unspecified) | -6% | -3% | -1% | -2% | -1% | 6% | 2% | 3%
CCOc1ccc(NC(=O)COC(=O)c2cccnc2)cc1 | -1% | 15% | -3% | -17% | -6% | 0% | 0% | 5%
CNC(=O)C12N=CNN=C1N(C)C(=O)N2C (stereo unspecified) | -7% | -8% | 1% | -6% | 0% | 1% | x | 6%
Cc1nc(NC(=O)c2ccc(-c3cc4ccccc4oc3=O)cc2)ccc1Br | 4% | -1% | 4% | -4% | -1%[53 µM] | 3%[53 µM] | -5% | 2%
CCOC(=O)c1[nH]ncc1CN1CCCC(C(=O)c2ccc(OC)c(OC)c2)C1 (stereo unspecified) | 14% | i | -24% | 2% | 1% | 7% | 8% | 5%
CCOc1ccccc1-c1nc(-c2ccc(C)nc2OC)no1 | 15% | i | u | -22% | 1% | 2% | 15% | 3%
CCN1CCN(C(CNS(=O)(=O)c2cccs2)c2cccnc2)CC1 (stereo unspecified) | -5% | -9% | 7% | x | 4% | -1% | x | -1%
Cc1nnc(N/N=C/c2cc(C)n(-c3ccc(F)cc3)c2C)n1N | 3% | -2% | u | u | -2% | -2% | -15% | u
COc1ccc(N=C/C=C2/C=C(c3ccccc3)OC(C)(C)O2)cc1 | 30%[activator] | i | -9% | u | -3% | 2% | u | 5%
COc1ccc(/C=N/NC(=O)c2cccnc2)cc1CN1CCN(c2ccc(F)cc2)CC1 | -2% | i | 4% | -17% | 1% | 4% | x | -5%
Cc1cccc(Nc2cnn(C34CC5CC(CC(CC(=O)O)(C5)C3)C4)c(=O)c2Cl)c1 | 2% | -7% | 1% | -7% | -8% | 2% | x | -2%
Cc1ccc2nc(-c3ccc(NC(=O)CN4C(=O)NC(C)(c5ccc(OC(F)F)cc5)C4=O)cc3)sc2c1 (stereo unspecified) | x | 1% | 1% | 8% | -2% | -5% | -1% | 5%
O=C(O)CCCN=Cc1c(O)c2ccccc2oc1=O | 3% | 0% | -2% | 2% | -3% | 7% | x | 2%
Cc1c(NC(=O)NC2CCCCC2)cccc1[N+](=O)[O-] | 10% | i | 6% | -3% | 3% | -1% | 6% | 4%
COc1ccc(NC(=O)C2=NNC(=O)CC2)cc1S(=O)(=O)N1CCCCC1 | -2% | i | 1% | -2% | -3% | -5% | -4% | 3%
COc1ccc(-n2nnc3c(=O)n(CC(=O)N4CCC(Cc5ccccc5)CC4)cnc32)cc1 | -8% | i | 7% | 4% | -1% | -3% | 0% | -3%
CC(=O)NCC(=O)NC(C(=O)Nc1ccc2c(c1)OCCO2)c1ccccc1 (stereo unspecified) | 2% | i | 3% | -2% | 0% | -15% | x | 8%
O=c1c2ccccc2nc(-c2ccco2)n1Cc1ccccc1 | 23% | -2% | 4% | -8% | -1% | -9% | x | -4%
Cc1c(C(=O)OC(C)C)sc(NC(=O)C2CCCO2)c1C(=O)OC(C)C (stereo unspecified) | -8% | -11% | -3% | u | -1% | -14% | x | 1%
CCCCCC(=O)N1CC2(CC)CN(C(=O)CCCCC)CC(CC)(C1)C2=O | -1% | 0% | -4% | -1% | -2% | 0% | 2% | 3%
CC(C)OC(=O)/C(C#N)=C/c1c[nH]c2ccccc12 | 13% | -6% | -9% | 3% | 3% | 8% | -2% | -9%
CCOc1ccc(N2C(=O)C3CCCN3C2=O)cc1 (stereo unspecified) | -4% | i | 3% | -3% | 4% | -14% | -15%[11.4 µM] | -2%
Cc1noc(Cn2c(=O)c3cc4c(cc3n(CC(=O)Nc3ccccc3F)c2=O)OCO4)n1 | x | x | x | 0% | -1% | -9% | x | u
O=C(O)c1ccc2c(c1)N(Cc1ccc(F)cc1Cl)C(=O)c1ccccc1S2 | x | x | x | 0% | -1% | 10% | x | 1%
Oc1ccccc1/C=N/NC(=S)NC1CC2CC1C1C=CCC21 (stereo unspecified) | 9% | -10% | 16µM* | -11% | -6% | -5% | -17% | -13%
COC(=O)c1cc2oc3ccccc3c2n1CC(=O)Nc1ccc(C)cc1C | x | x | x | -9% | u | -5% | x | -2%

A different layout for part of the listing above:
Molecule	RGS12 GoLoco inh	RECQ1 inh	KDM4E inh	Tau fibril ThT	TR SRC2 fluor cs	TRb-SRC2 inh	L3MBTL1 block	Tau fibril FP
COc1ccc(NC(=O)C2=NNC(=O)CC2)cc1S(=O)(=O)N1CCCCC1	-2%	i	1%	-2%	-3%	-5%	-4%	3%
COc1ccc(-n2nnc3c(=O)n(CC(=O)N4CCC(Cc5ccccc5)CC4)cnc32)cc1	-8%	i	7%	4%	-1%	-3%	0%	-3%
CC(=O)NCC(=O)NC(C(=O)Nc1ccc2c(c1)OCCO2)c1ccccc1 (stereo unspecified)	2%	i	3%	-2%	0%	-15%	x	8%
O=c1c2ccccc2nc(-c2ccco2)n1Cc1ccccc1	23%	-2%	4%	-8%	-1%	-9%	x	-4%
Cc1c(C(=O)OC(C)C)sc(NC(=O)C2CCCO2)c1C(=O)OC(C)C (stereo unspecified)	-8%	-11%	-3%	u	-1%	-14%	x	1%
CCCCCC(=O)N1CC2(CC)CN(C(=O)CCCCC)CC(CC)(C1)C2=O	-1%	0%	-4%	-1%	-2%	0%	2%	3%
CC(C)OC(=O)/C(C#N)=C/c1c[nH]c2ccccc12	13%	-6%	-9%	3%	3%	8%	-2%	-9%
CCOc1ccc(N2C(=O)C3CCCN3C2=O)cc1 (stereo unspecified)	-4%	i	3%	-3%	4%	-14%	-15%[11.4 µM]	-2%
Cc1noc(Cn2c(=O)c3cc4c(cc3n(CC(=O)Nc3ccccc3F)c2=O)OCO4)n1	x	x	x	0%	-1%	-9%	x	u

(cont.)
SMILES | RGS12 GoLoco inh | RECQ1 inh | KDM4E inh | Tau fibril ThT | TR SRC2 fluor cs | TRb-SRC2 inh | L3MBTL1 block | Tau fibril FP
CCOc1ccc(C(=O)Nc2cccc([N+](=O)[O-])c2)cc1Br | 8% | -11% | 0% | 3% | -7% | -2% | 34%[activator] | -1%
CCOc1ccc(CNn2nnnc2N)cc1 | 4% | -3% | -11% | -8% | 0% | 1% | x | 7%
CCC(C)NC(=O)C1CCCN(S(=O)(=O)c2ccc(-n3cnnn3)cc2)C1 (stereo unspecified) | -4% | 2% | 3% | -6% | 1% | -1% | -13% | -3%
Cc1ccc2c(c1)cc(CN(Cc1cccs1)C(=O)c1ccco1)c1nnnn12 | -4% | -1% | -5% | -9% | 1% | -1% | 0% | 2%
O=C(CSCc1ccc(Cl)cc1)N/N=C/c1ccco1 | 3% | -5% | -6% | -13% | -6% | 1% | x | 6%
CCn1c(Cn2nnc(-c3ccccc3)n2)nnc1SCC(=O)Nc1ccc(C(C)=O)cc1 | 5% | -20% | 5% | u | 3% | u | 3% | -11%
COc1ccc2o/c(=N/NC(=O)c3cccs3)c(C(N)=O)cc2c1 | 8% | i | 0% | u | -6% | 7% | x | 7%
CCCCNC(=O)Nc1ccc(C2SCCS2)cc1 | 12% | -2% | 0% | -14% | -5% | 5% | -22% | u
Cc1c(Cl)cccc1NC(=S)N1CCCN(Cc2ccc(F)cc2)C1 | 0% | -16% | 47%[activator] | -10% | -2% | 2% | x | -14%
CN(C)CCNc1oc(COc2ccc(-c3ccccc3)cc2)nc1C#N | x | -2% | -2% | -14% | -2% | 4% | -4% | 7%
O=C(Nc1ccc(F)cc1F)c1cc2ccc3cccnc3c2[nH]1 | x | x | x | u | -2% | -5% | x | -10%
O=C(O)C1C2CCC(O2)C1C(=O)Nc1ccc(O)cc1 (stereo unspecified) | 16µM* | i | 1% | 12% | -6% | 2% | -11% | 6%
CCOC(=O)c1cncc(C#CCOC(=O)Nc2ccc(OC(F)(F)F)cc2)c1 | -2% | 0% | 7% | -9% | -1% | -2% | 5% | -9%
CN1/C(=C\C(=O)c2cccnc2)C(C)(C)c2ccccc21 | 6% | 0% | 9% | 0% | 5% | 3% | 21% | 0%
CCCn1nc(C(=O)Nc2nnc(CC)s2)c2ccccc2c1=O | 32%[activator] | 16% | -3% | 12% | 0% | 8% | -12% | 2%
CC(NC(=O)Cc1ccccc1[N+](=O)[O-])c1ccccc1 (stereo unspecified) | 14% | -6% | -5% | 0% | -4% | 8% | -2% | 2%
O=C1CCCN1c1ccc(S(=O)(=O)Oc2ccc(Cl)cc2)cc1[N+](=O)[O-] | -13% | 3% | 6% | -4% | -3% | 9% | u | 5%

Screens deposited in PubChem BioAssay by National Center for Advancing Translational Sciences (NCATS).
